High-throughput results: PubChem, The Scripps Research Institute Molecular Screening Center
PREPL inhibitor = human PREPL enzyme inhibition. inhibition, % at 5.96 µM. recombinant PREPL, fluorescence polarization activity-based probe. hit rate 0.68% among 320,000. AID 2751; in the data active means inhibition above about 43%;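 further: 0% = enzyme with DMSO and 100% = wells lacking enzyme; many of its hits are not listed in these tables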
Target sequence (Q4J6C6 whole entry, looked up): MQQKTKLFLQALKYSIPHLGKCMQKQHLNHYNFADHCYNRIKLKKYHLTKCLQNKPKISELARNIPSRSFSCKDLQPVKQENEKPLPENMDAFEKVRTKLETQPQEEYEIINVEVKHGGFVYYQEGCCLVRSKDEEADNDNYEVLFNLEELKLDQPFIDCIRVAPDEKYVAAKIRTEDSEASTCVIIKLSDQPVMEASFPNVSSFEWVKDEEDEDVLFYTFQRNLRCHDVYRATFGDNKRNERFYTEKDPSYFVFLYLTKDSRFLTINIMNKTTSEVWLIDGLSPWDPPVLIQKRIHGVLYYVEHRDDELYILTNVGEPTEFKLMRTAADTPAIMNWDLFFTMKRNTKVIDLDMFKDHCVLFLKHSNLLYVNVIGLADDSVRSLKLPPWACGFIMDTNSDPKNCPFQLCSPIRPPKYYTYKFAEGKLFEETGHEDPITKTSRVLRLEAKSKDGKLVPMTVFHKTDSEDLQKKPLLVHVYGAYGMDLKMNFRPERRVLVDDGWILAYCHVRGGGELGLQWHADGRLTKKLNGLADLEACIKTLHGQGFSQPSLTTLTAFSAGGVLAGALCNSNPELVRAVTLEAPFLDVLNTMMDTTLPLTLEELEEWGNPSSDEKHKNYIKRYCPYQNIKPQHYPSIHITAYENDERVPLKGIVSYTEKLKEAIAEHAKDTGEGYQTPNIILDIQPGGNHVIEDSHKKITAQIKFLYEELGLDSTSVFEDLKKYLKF
PME-1 primary = blocks human protein phosphatase methylesterase 1; Q9Y570; recombinant PME-1, FP-Rh probe fluorescence polarization; inhibition, % at 5.9 µM; hit rate 0.53% among 320,000;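 active means inhibition above the campaign mean of all compounds plus 3 SD, cut at about 26% in these data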;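 further: competitive labeling of PME-1 active site by serine hydrolase directed probe; 0% = PME-1 with DMSO and 100% = wells lacking PME-1 enzyme; inhibitors block probe labeling so polarization falls and inhibition rises; many of its hits are not listed in these tables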
GSTO1 inh = GSTO1 inhibition, counter-screen for RBBP9 inhibitors. inhibition, % at 5.96 µM. hit rate 1.1% among 300,000. recombinant GSTO1, activity-based probe fluorescence polarization. P78417;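 active means inhibition above the campaign mean inhibition plus 3 SD, cut at about 35% in these data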;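 further: 0% = GSTO1-1 with DMSO and 100% = wells lacking GSTO1-1 enzyme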
PAFAH1B2 FP inh = blocks human PAF acetylhydrolase 1b catalytic subunit 2; P68402; recombinant PAFAH1B2, FP-rhodamine activity probe, fluorescence polarization; inhibition, % at 3.39 µM; hit rate 1.2% among 340,000; AID 492953;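 active means inhibition above the mean of all tested compounds plus 3 SD, cut at about 24% in these data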;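 further: 0% = enzyme with DMSO and 100% = wells lacking PAFAH1B2; many of its hits are not listed in these tables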
PAFAH1B3 inh = PAFAH1B3 (human) inhibition | hit rate 0.28% among 340,000 | recombinant PAFAH1B3, FP-rhodamine probe, fluorescence polarization | inhibition, % at 3.39 µM;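 active means inhibition above the screen-wide average of all tested compounds plus 3 SD, cut at about 25% in these data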;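 further: 0% = enzyme with DMSO only and 100% = wells lacking PAFAH1B3 protein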
Target sequence (Q15102 whole entry, looked up): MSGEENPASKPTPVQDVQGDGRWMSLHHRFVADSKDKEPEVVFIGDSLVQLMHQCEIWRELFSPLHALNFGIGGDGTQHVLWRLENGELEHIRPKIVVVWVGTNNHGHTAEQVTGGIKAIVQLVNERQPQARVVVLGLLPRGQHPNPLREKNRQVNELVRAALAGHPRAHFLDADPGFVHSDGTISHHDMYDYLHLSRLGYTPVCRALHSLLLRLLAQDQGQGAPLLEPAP
LYPLA1 inh = counter-screen for PME1 inhibitors: inhibitors of human LYPLA1 | O75608 | recombinant LYPLA1, FP-Rh probe fluorescence polarization | inhibition, % at 5.9 µM | hit rate 0.16% among 320,000 | AID 2174;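 active means inhibition above the mean of all tested compounds plus 3 SD, set per campaign, cut at about 14% in these data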;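 further: inhibitors block serine hydrolase probe labeling of LYPLA1 so polarization falls; 0% = enzyme with DMSO and 100% = wells lacking LYPLA1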
pPAFAH inh = pPAFAH (human) enzyme inhibition | Q13093 | recombinant pPAFAH, FP-rhodamine probe fluorescence polarization | inhibition, % at 3.39 µM | hit rate 1.5% among 330,000;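 active means inhibition above the mean inhibition across the screen plus 3 SD, cut at about 25% in these data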;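 further: inhibitors block binding of the rhodamine activity-based probe so polarization drops; 0% = enzyme with DMSO and 100% = wells lacking pPAFAH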
PAD4 FP inh = PAD4 (human) enzyme inhibition | recombinant PAD4, RCA probe fluorescence polarization | Q9UM07 | inhibition, % at 6.36 µM | hit rate 0.41% among 330,000;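 active means percent inhibition above a cutoff equal to the mean of all tested compounds plus 3 SD, cut at about 15% in these data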;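 further: 0% = PAD4 with RCA probe and DMSO and 100% = probe without PAD4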
LYPLA2 inh = counter-screen for PME1 inhibitors: inhibitors of human LYPLA2; hit rate 0.38% among 320,000; O95372; recombinant LYPLA2, FP-Rh probe fluorescence polarization; inhibition, % at 5.9 µM;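 active means inhibition above the screen-wide mean plus 3 SD, limit set per campaign, cut at about 26% in these data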;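 further: 0% = LYPLA2 with DMSO and 100% = wells lacking LYPLA2 enzyme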
* hit, by the source's call; . = no result given. Only part of the results is shown; count on the stated rates, not on these rows.

SMILES	PREPL inhibitor	PME-1 primary	GSTO1 inh	PAFAH1B2 FP inh	PAFAH1B3 inh	LYPLA1 inh	pPAFAH inh	PAD4 FP inh	LYPLA2 inh
COCCSc1nnc(-c2cccc(C#N)c2)n1C	20	0	-1	4	-2	1	-3	-2	3
CCn1ncc(/C=N/NS(=O)(=O)c2ccc(Cl)cc2)c1C	-35	-2	5	2	0	2	0	-1	-3
O=C(CCC(=O)N1CCOCC1)NCCc1ccccc1	19	-4	.	1	3	2	-3	4	1
Cc1ccc(NC(=O)CCCC(=O)O)c(Br)c1	17	0	1	4	0	-1	-1	1	2
CCCCCC(=O)Nc1ccc(Cl)cn1	14	-3	2	0	9	0	1	0	2
CCCCCOc1ccc(NC(=O)CSc2cccc3cccnc23)cc1	1	0	23	7	-2	0	4	0	-1
O=C(COc1ncnc2scc(-c3ccc(Cl)cc3)c12)NCc1ccco1	-66	-5	-6	6	-3	0	11	-7	-7
CC(SC1CCCC1)C(=O)Nc1ccnn1C(C)C (centres undefined)	-1	5	1	8	3	1	3	1	3
CC1(C)CC(=O)C2=C(C1)c1c(ccc3ccccc13)NC2c1ccco1 (centres undefined)	6	0	1	4	5	-7	8	-14	-10
CCOn1c(=O)c(-c2cccc([N+](=O)[O-])c2)[n+]([O-])c2ccccc21	-3	5	1	8	-3	3	2	-1	4
CC(C)(C)c1ccc(OCC(=O)NN2Cc3ccccc3C2=N)cc1	11	2	-3	9	5	-3	-5	-2	-2
CSc1nnc(NC(=O)c2ccc(S(=O)(=O)N3CCOCC3)cc2)s1	-2	3	2	11	15	-2	4	5	1
O=c1[nH]c(S)nc2sc3c(c12)CCCC3	15	9	4	5	-7	3	6	0	2
Cc1ccc(NC2=C(Cl)C(=O)OC2OC(=O)c2ccc(C)cc2)cc1 (centres undefined)	-29	-2	3	1	-2	-3	1	4	30*
Cc1cc(NC(=O)CS(=O)(=O)c2c[nH]c3ccccc23)no1	-2	7	0	1	3	0	-1	-6	-2
Cc1nc(SC(C)C(=O)c2c(N)n(C)c(=O)n(C)c2=O)c2c(C)c(C)sc2n1 (centres undefined)	6	-11	-5	4	6	-2	2	2	-5
O=C(OCC(=O)N1CCC(c2ccccc2)=N1)c1ccc([N+](=O)[O-])s1	6	12	58*	15	16	1	25*	-3	15
COc1cccc(-c2nnc(SCC(=O)N3CC(C)CC(C)C3)o2)c1 (centres undefined)	-24	-3	1	3	9	-1	3	-1	-3
Cc1ccc2c(C)c(C(=O)N3CCN(c4cnccn4)CC3)oc2c1C	0	1	0	2	-8	-2	10	-5	5
O=C(Nc1cnn(Cc2ccc(F)cc2)c1)c1cc(-c2cccs2)on1	-8	1	2	5	-8	0	1	-3	5
Cc1ccsc1C(=O)OCC(=O)NC1CCS(=O)(=O)C1 (centres undefined)	10	-5	15	3	2	-8	1	1	-5
CCc1nnc(NC(=O)CCC(=O)NCCc2ccc(OC)c(OC)c2)s1	2	-4	3	3	1	-2	-2	0	1
O=C(CNC(=O)c1ccccc1)OCC(=O)N1c2ccccc2Sc2ccccc21	-33	7	1	5	8	2	8	2	1
COc1ccc(Nc2ccccc2C(=O)O)cc1	-3	0	3	.	.	0	2	-3	0
CC(=O)Nc1ccc(S(=O)(=O)N2CCN(C(=O)c3ncoc3-c3ccccc3F)CC2)cc1	4	5	2	3	7	-5	5	-5	0
Cc1cc(=O)oc2c(C)c(OCC(=O)N(C)C)ccc12	11	-2	-5	3	4	-2	3	4	4
COc1ccc(C)cc1S(=O)(=O)Nc1cccc(-c2cn3cccnc3n2)c1	-24	4	2	-1	1	-8	-1	-2	-4
O=C1c2ccccc2C(=Nc2ccccc2)C1c1cccc(Br)c1 (centres undefined)	7	2	-7	-1	6	-3	9	-4	1
CC(=O)c1ccccc1NC(=O)COc1ccc(N(C)S(=O)(=O)c2ccc(C)c(C)c2)cc1	-9	-46	.	-2	-10	-4	-3	1	-3
Cc1cc(=O)n2[nH]c(-c3cccnc3)nc2n1	1	-7	1	.	.	2	3	5	3
Cc1cc(S(=O)(=O)N2CCOCC2)ccc1OCC(=O)N1CCC(C(N)=O)CC1	4	-4	-7	6	-6	3	2	2	4
O=C(Nc1cc(S(=O)(=O)N2CCOCC2)ccc1Oc1ccc(F)cc1)C1=COCCO1	6	1	4	1	7	-2	1	2	0
O=C1CCc2cc(S(=O)(=O)N3CCN(c4cccc(Cl)c4)CC3)ccc2N1	-6	1	-1	-1	9	2	4	1	1
COc1ccc(Nc2ccc(C(F)(F)F)cc2[N+](=O)[O-])cn1	15	2	2	1	-1	-1	6	-4	1
COc1ccc2c(=O)c3c(=O)n(CCc4ccccc4)c(C(C)C)nc3oc2c1	4	-8	10	2	11	-3	-3	-4	0
CC1CCN(C(=O)CSc2nc(N)cc(N)n2)CC1	1	-1	0	1	8	2	7	2	6
CN(C(=O)c1ccc(NC(=O)Cc2ccc([N+](=O)[O-])cc2)cc1)C1CC1	-13	.	.	5	13	.	1	-5	.
CC(C)(C)NC(=O)C1CCCN(S(=O)(=O)c2ccc(-n3cnnn3)cc2)C1 (centres undefined)	-4	-2	3	-1	-10	3	7	-1	4
Cc1oc(C)c(C(N)=O)c1C(N)=O	11	-3	3	-1	2	1	-2	0	2
CSc1nc(N)nc(SCC(=O)OC(C)C)c1C#N	6	10	0	8	8	-7	6	-8	3
O=C(NCCNS(=O)(=O)c1ccc(Cl)cc1)c1cc(OCC(F)(F)F)ccc1OCC(F)(F)F	-16	-3	-3	1	-5	-3	-3	-1	-2
Cc1ccc(C)c(NC(=S)N2CCC(NC(=O)c3ccccc3)CC2)c1	0	-4	1	3	-4	1	-1	0	2
CCC(C)(C)NC(=O)c1ccc2c(c1)N(CC(=O)NC1CCCC1)C(=O)C(C)(C)O2	4	0	-2	6	15	-2	5	0	9
CN(C(=O)C1CCN(c2ncnc3c2nc2n3CCCCC2)CC1)C1CCCCC1	4	-4	-4	8	2	-1	3	-1	-6
O=C1CCc2cc(S(=O)(=O)N3CCCCC3)cc3c2N1CCC3	9	0	-3	3	6	2	3	-2	-3
O=C1C(=O)N(c2nccs2)C(c2ccccc2F)/C1=C(\O)c1ccc2c(c1)OCCO2 (centres undefined)	-7	-6	-12	3	3	-4	0	-3	-2
N#C/C(=C1\CCCN1)c1nc(-c2ccccc2)cs1	21	3	0	2	5	-2	13	-7	3
CCOC(=O)c1sc(=NC(=O)c2ccc(OC(C)C)cc2)n(C)c1C	7	-5	-1	5	5	-2	-2	-2	-1
Cc1cc(Cl)ccc1NC(=O)C(=O)N/N=C/c1ccc2c(c1)OCO2	9	1	-1	1	7	1	7	-5	4
Cc1c(C(=O)N2CCN(c3ccccn3)CC2)sc2ncnc(N3CCOCC3)c12	1	-2	-1	-2	2	3	4	-2	2
O=C(CSc1nnc2scc(-c3ccccc3)n12)NCC1CCCO1 (centres undefined)	7	1	2	3	10	0	-1	1	-1
CCN(Cc1ccccc1)C(=O)c1cc(-c2ccc(OC)c(OC)c2)nc2ccccc12	-1	-4	9	-4	4	-2	-4	-2	-5
O=C1N(c2ccccc2)C(c2ccccc2)N2CCCN12 (centres undefined)	-4	-6	2	3	4	2	2	-1	-6
Cc1cc(C(=O)CSc2n[nH]c(N)n2)c(C)n1C1CC1	9	-1	-4	0	9	-4	-1	-5	-3
O=C(NCCCCNC(=O)c1ccc(Br)cc1)c1ccc(Br)cc1	-45	-22	-6	14	7	-10	4	-5	-6
CCOC(=O)N1CCN(Cc2ccc3c(c2)OCO3)CC1	-4	4	-1	1	-6	-1	-2	-5	1
O=C(NCc1ccc2c(c1)OCO2)c1c(O)nc2sccn2c1=O	2	1	11	6	8	-2	1	0	0
Cc1onc(-c2ccccc2)c1C(=O)OCCOc1cccc(Cl)c1	5	1	4	2	4	-4	4	-2	-3
O=C(c1cccs1)N(c1cccc(Cl)c1)C1C=CS(=O)(=O)C1 (centres undefined)	-1	2	6	-4	8	4	2	-1	4
O=C(c1ccc(S(=O)(=O)N2CCOCC2)cc1)N(c1ccccc1)C1C=CS(=O)(=O)C1 (centres undefined)	5	3	3	1	12	2	6	-5	4
(cont.)
SMILES	PREPL inhibitor	PME-1 primary	GSTO1 inh	PAFAH1B2 FP inh	PAFAH1B3 inh	LYPLA1 inh	pPAFAH inh	PAD4 FP inh	LYPLA2 inh
CC(C)(C)CC(C)(C)NC(=O)/C=C/C(=O)O	0	2	6	-2	2	0	1	-2	1
COc1ccc(-c2sc3ccc(OC)cc3c2C#CCCO)cc1	11	-8	-62	-2	0	-6	-3	-3	-18
OCCNc1nc2ccccc2n1-c1ccccc1	11	9	10	2	3	2	4	0	1
O=C(c1ccc(Br)o1)N1CC=C(c2ccccc2)CC1	11	.	.	-1	5	.	6	-3	.
O=C(Cn1c2[n+](c3ccc(C(F)(F)F)cc31)CCCCC2)c1ccc2c(c1)OCCO2	0	1	3	2	2	3	1	-1	2
CCNC(=O)N(C)C[C@H]1N[C@@](Cc2ccccc2)(C(=O)OC)[C@H]2C(=O)N(C)C(=O)[C@@H]12	-1	.	.	4	8	.	-1	2	.
Cc1ccc2c(c1)c1c3n2CCN=C3CCC1	27	3	4	-2	-1	0	13	-5	0
Cc1ccc(S(=O)(=O)N(C)C(=O)NC(=O)NS(=O)(=O)c2ccccc2)cc1	-8	6	8	-3	-2	-4	3	-1	0
Cc1cc(C)c(NC(=S)N(CCN(C)C)C(C)c2cccnc2)c(C)c1 (centres undefined)	2	0	9	5	1	0	3	-5	-1
COc1cccc(-c2ccc(SCC(=O)NCCc3ccccc3)nn2)c1	-31	-4	29	5	4	-2	8	0	-1
COc1ccc(C(=O)N/N=C2\CCc3ccccc32)cc1OC	9	1	11	1	11	-1	5	-4	-3
CCCCCCc1ccc(N2C[C@H](CCCCC)[C@@H](CC(=O)NCc3ccc(OC)cc3)C2=O)cc1	0	0	0	1	6	0	-1	3	-2
O=Cc1ccccc1OCCOc1ccc([N+](=O)[O-])cc1	43*	9	1	0	3	-3	0	7	5
Cc1cc(NC(=O)COC(=O)C2=COCCO2)c([N+](=O)[O-])cc1C	14	-5	17	-2	11	2	-3	-1	-1
CCOc1ccc(N2CC(C(=O)Nc3cc(Cl)ccc3-n3cncn3)CC2=O)cc1 (centres undefined)	-1	2	5	-1	2	2	1	-3	6
O=C(Nc1nc2cc3c(cc2s1)OCCO3)c1cccs1	13	-52	-12	2	-3	7	-2	-3	8
Cc1ccc(Sc2cc(C(=O)NCCCN(C)C)c3ccccc3n2)cc1	-5	4	-6	0	1	0	4	0	1
N#Cc1ccsc1NC(=O)CSc1ncnc2ccccc12	4	7	13	4	14	-8	9	3	-3
O=C(c1ccc(Cl)cc1)N1CCc2ccccc21	-25	-4	7	1	12	0	1	-1	-9
Cc1ccn(C(=O)c2cc3cc(Cl)ccc3oc2=O)n1	7	-2	2	2	0	-3	5	0	1
CCn1cc(C(=O)N2CCN(C(=O)c3ccco3)CC2)c2cc(OC)c(OC)cc2c1=O	-4	2	0	0	3	0	1	4	0
COCCNC(=O)c1c(N)sc2c1CCCC2	15	-8	33	.	.	-2	-2	6	1

Complete entries as entered above. Order of screens: PREPL inhibitor | PME-1 primary | GSTO1 inh | PAFAH1B2 FP inh | PAFAH1B3 inh | LYPLA1 inh | pPAFAH inh | PAD4 FP inh | LYPLA2 inh
CCNC(=O)N(C)C[C@H]1N[C@@](Cc2ccccc2)(C(=O)OC)[C@H]2C(=O)N(C)C(=O)[C@@H]12 in the list: -1 | . | . | 4 | 8 | . | -1 | 2 | .
O=C(Nc1nc2cc3c(cc2s1)OCCO3)c1cccs1 in the list: 13 | -52 | -12 | 2 | -3 | 7 | -2 | -3 | 8
